# Gli-Sufu antag: antagonists of Gli-Sufu signaling | AID 588413 | Sufu-KO-LIGHT fibroblasts, Gli luciferase reporter luminescence | inhibition, % at 5 µM | hit rate 0.74% among 340,000;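 active = inhibition above about 55%, limit read from the data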;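 also: 0% = DMSO-treated cells and 100% = wells with medium but no cells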
# 697 NFkB inh: inhibitors of the PMA/ionomycin-induced NF-kB reporter in 697 B cells | AID 435022 | hit rate 0.33% among 330,000 | inhibition, % at 4 µM | 697 B-cell NF-kB luciferase reporter, 16 h; in the data active = inhibition above about 35%
# CHOP UPR activ: activators of apoptotic arm of unfolded protein response (CHOP); CHO-CHOP luciferase reporter, UPR activation, luminescence; percent of tunicamycin response over DMSO baseline; activation, % at 10 µM; hit rate 0.34% among 330,000;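 active = at 10 µM dose, activation of 40% or more, normalized to positive control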;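 also: 100% = tunicamycin at 10 µg/mL and 0% = DMSO alone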
#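 measured by = luciferase luminescence | assay system = CHO-CHOP cells, stable luciferase reporter of PERK-eIF2a-CHOP signalling | amount = 500 reporter cells seeded per well | timing = 6 h compound exposure at 37 °C after overnight seeding | controls = positive tunicamycin 10 µg/mL, negative DMSO alone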
# CXCR6 block: inhibitors of human CXCR6 receptor; CHO-K1 PathHunter CXCR6 beta-arrestin, luminescence; inhibition, % at 20 µM; hit rate 0.36% among 360,000; in the data active = inhibition above about 34%, passing the limit was not always enough;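 also: antagonist mode with CXCL16 agonist at 10 nM final; 0% = 10 nM CXCL16 with DMSO and 100% = unstimulated wells without agonist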
# Target sequence (O00574 whole entry, looked up): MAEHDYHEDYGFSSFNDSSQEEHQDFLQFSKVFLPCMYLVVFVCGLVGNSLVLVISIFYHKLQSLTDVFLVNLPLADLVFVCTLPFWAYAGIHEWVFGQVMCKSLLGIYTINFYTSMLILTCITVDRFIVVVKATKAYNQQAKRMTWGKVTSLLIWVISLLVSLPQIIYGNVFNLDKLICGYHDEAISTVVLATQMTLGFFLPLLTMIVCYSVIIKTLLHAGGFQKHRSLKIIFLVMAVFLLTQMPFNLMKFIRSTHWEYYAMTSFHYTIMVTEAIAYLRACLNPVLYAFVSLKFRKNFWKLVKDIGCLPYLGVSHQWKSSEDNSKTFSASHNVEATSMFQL
# CCR6 antagonist: antagonists of human CCR6 receptor | P51684 | CHO-K1 CCR6 PathHunter beta-arrestin, luminescence, CCL20-stimulated | inhibition, % at 20 µM | hit rate 0.49% among 340,000 | AID 493098;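 active = compounds whose inhibition of the agonist-driven luminescence signal at 20 µM reaches about 50%, limit read from the data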;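 also: cells stimulated with CCL20 at 14 nM final; plate controls were DMSO with CCL20 for no effect and DMSO without agonist for full effect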
# Target sequence (P51684 whole entry, looked up): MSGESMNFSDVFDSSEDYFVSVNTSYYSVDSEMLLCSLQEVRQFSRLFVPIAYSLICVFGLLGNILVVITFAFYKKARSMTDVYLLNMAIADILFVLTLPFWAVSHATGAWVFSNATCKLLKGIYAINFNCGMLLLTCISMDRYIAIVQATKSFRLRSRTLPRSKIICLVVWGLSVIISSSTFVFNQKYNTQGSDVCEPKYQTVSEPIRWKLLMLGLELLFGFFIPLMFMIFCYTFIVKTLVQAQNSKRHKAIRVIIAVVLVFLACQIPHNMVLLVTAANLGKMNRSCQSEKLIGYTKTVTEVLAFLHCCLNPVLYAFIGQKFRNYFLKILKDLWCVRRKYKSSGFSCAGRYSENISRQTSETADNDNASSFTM
# Jurkat NFkB inh: lowers PMA/ionomycin-induced NF-kB signal in Jurkat cells; hit rate 0.53% among 330,000; PMA/ionomycin-induced NF-kB luciferase reporter, luminescence; inhibition, % at 4 µM; in the data active = inhibition above about 50%
# Mdm2-MdmX inh: disrupts the human Mdm2-MdmX interaction. SaOS-2 split-luciferase Mdm2/MdmX complementation, luminescence. inhibition, % at 8 µM. AID 485346. hit rate 3% among 330,000;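 active = inhibition of at least 50% at 8 µM in the primary screen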
# EBI2 block: EBI2 (human) antagonism; EBI2 beta-arrestin recruitment, luminescence, 7a,25-OHC stimulated; inhibition, % at 5 µM; hit rate 0.81% among 360,000; in the data active = inhibition above about 38%;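 also: enzyme fragment complementation signal reports receptor beta-arrestin coupling in cells; 0% = agonist plus DMSO wells and 100% = wells without agonist; some results beyond the cut were filed as inactive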
# Target sequence (P32249 whole entry, looked up, the tested form may be a part): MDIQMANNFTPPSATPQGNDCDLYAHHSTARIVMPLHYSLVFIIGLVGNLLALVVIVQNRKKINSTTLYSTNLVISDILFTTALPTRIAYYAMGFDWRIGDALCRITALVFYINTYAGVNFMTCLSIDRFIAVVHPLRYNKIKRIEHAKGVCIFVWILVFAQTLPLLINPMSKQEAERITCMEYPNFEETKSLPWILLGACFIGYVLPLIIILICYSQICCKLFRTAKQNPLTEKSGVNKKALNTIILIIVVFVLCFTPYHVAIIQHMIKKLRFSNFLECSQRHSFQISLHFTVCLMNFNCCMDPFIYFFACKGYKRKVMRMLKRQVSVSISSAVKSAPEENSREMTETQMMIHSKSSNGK
# XBP1 UPR activ: adaptive UPR (XBP1) activation. AID 463104. hit rate 0.33% among 330,000. activation, % at 20 µM. CHO-XBP1 luciferase reporter, IRE1-XBP1 UPR activation, luminescence; percent of tunicamycin response, DMSO as zero;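 active = versus positive control, 20 µM dose yields 30% or more activation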;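 also: 100% = tunicamycin at 10 µg/mL and 0% = DMSO only wells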
#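 Material: CHO-XBP1 cells stably carrying IRE1-XBP1-driven luciferase reporter / Amount: 1000 cells per well / Compound: 20 µM, 1% DMSO / Times: 6 h treatment, 37 °C / Detection: luciferase luminescence / Measure: % activation of reporter signal versus tunicamycin and DMSO controls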
# Active calls of the source: *; x = not tested or not shown.
SMILES,Gli-Sufu antag,697 NFkB inh,CHOP UPR activ,CXCR6 block,CCR6 antagonist,Jurkat NFkB inh,Mdm2-MdmX inh,EBI2 block,XBP1 UPR activ
COc1ccc(/C=C2\SC(=S)N(NS(=O)(=O)c3ccccc3)C2=O)c(OC)c1,-8,1,1.2,14,23,-21,-15,-13,3
O=C1c2ccccc2C(=O)N1CC1=CCS(=O)(=O)C1,11,-19,-1.5,-4,6,-11,9,1,-2
NC(=O)C1CCN(C(=O)C2CCN(C(=O)Nc3ccccc3)CC2)CC1,-5,19,0.8,-1,1,6,-16,-9,0
CCN(c1ccccc1)S(=O)(=O)c1cc(NC(=O)COC(=O)C2CC2)ccc1Cl,-45,3,1.2,-7,18,6,13,8,-3
Cc1ccc(NC(=O)c2sc(N)nc2-c2ccc([N+](=O)[O-])cc2)c(C)c1,1,9,3.8,-3,9,11,27,-13,4
CCCC(=O)Nc1nc(C(=O)OCC)cs1,-7,-11,0.1,-4,1,-17,0,-10,1
CC(C)Cn1c(N)c(C(=O)NCc2cccs2)c2nc3ccccc3nc21,7,8,2.1,-2,0,-5,15,4,2
COc1ccc(CNC(=O)CCS(=O)(=O)c2ccc3c(c2)NC(=O)CS3)cc1,1,-2,0.7,0,1,1,-15,-8,-3
Cc1nc2cc(CO)ccc2s1,3,12,0.6,2,11,7,-8,-5,0
Cc1cc(C)cc(N(CC(=O)NCCSc2ccccn2)S(=O)(=O)c2ccccc2)c1,-14,-1,-1.1,-3,12,-11,15,-9,-3
CC1(C)CC(=O)C=C(N2CCCC2)C1,4,12,-3.3,-8,-1,2,16,-5,-2
Cc1cccc(C(=O)O)c1NC(=O)c1ccc(F)cc1,6,2,-0.1,-12,1,-9,-21,7,-2
Cc1cc(C)n2nc(C(=O)Nc3cccc(S(=O)(=O)N4CCOCC4)c3)nc2n1,-12,5,0.2,-1,12,7,8,-2,2
O=C(O)c1ccccc1SCC(=O)N1c2ccccc2Sc2ccccc21,7,-11,4.5,-6,-14,4,23,1,-1
CCCCNC(=S)NCc1ccc2[nH]c(C)cc2c1,-13,-3,3.2,10,9,2,-19,-4,-3
Cc1c(O)ccc2c(=O)c(-c3nncn3-c3ccccc3)coc12,-7,4,-0.9,1,8,7,36,-7,-4
C/C(Nc1ccc(C)cc1)=C(/C#N)C(N)=O,-1,12,2.1,3,-9,-17,-18,-9,-1
CCOc1ccc(CCNC(=O)c2cccc(-n3cnnn3)c2)cc1OCC,-2,9,-1.1,4,5,4,25,-9,-2
O=C(NCC1CCCO1)c1cc(-c2ccccc2)nc2ccc(Br)cc12 (configuration not stated),-8,-33,4.1,-10,25,-22,6,9,-5
COc1ccc(C(=O)Nc2ccc(N3CCN(C)CC3)cc2)cc1OC,-37,-19,3.0,2,6,-59,-19,1,-2
CCOC(=O)c1c2n(c3ccc(OC(C)=O)cc13)CCC2,-10,-26,-0.5,-6,9,-1,-15,-3,1
COC(=O)C(C)Oc1ccc(-c2nccc(-c3ccc(F)cc3)n2)cc1 (configuration not stated),4,-12,2.7,-7,-9,-14,-9,3,1
CC(C)N1CC(C(=O)Nc2ccc(F)c(Cl)c2)CC1=O (configuration not stated),3,-5,-0.1,4,6,4,-2,1,-4
CCOc1cc(C(=O)OCC(=O)Nc2ncc(Cl)c(C)c2Cl)ccc1OCC(=O)N1CCOCC1,-5,-26,1.0,8,15,5,-11,1,-1
CC(=O)N(CN1C(=O)CCC1=O)c1ccc(Cl)c(Cl)c1,1,7,-1.9,0,4,13,-6,-15,5
CCN(C1CCCCC1)S(=O)(=O)c1ccc(C(=O)O)cc1,-6,7,-1.2,3,-3,7,2,-2,-2
O=C(Nc1ccc(S(=O)(=O)N2CCOCC2)cc1)c1ccc(Cl)c([N+](=O)[O-])c1,-23,x,x,-14,0,x,x,8,x
O=C(CSc1cccc[n+]1[O-])c1ccccc1Br,28,-14,-0.6,2,6,-25,10,8,7
Cc1ccc(NC(=O)COC(=O)c2ccc(NC(=O)CC#N)cc2)cc1S(=O)(=O)N1CCOCC1,1,-19,0.2,-2,-5,-2,6,3,-2
O=C(/C=C/c1ccco1)NC(=S)Nc1ccc(C(=O)O)cc1,27,-1,5.0,-4,17,5,-10,5,-7

# Six entries from above in another layout:
# Every second line gives: Gli-Sufu antag, 697 NFkB inh, CHOP UPR activ, CXCR6 block, CCR6 antagonist, Jurkat NFkB inh, Mdm2-MdmX inh, EBI2 block, XBP1 UPR activ
> O=C(Nc1ccc(S(=O)(=O)N2CCOCC2)cc1)c1ccc(Cl)c([N+](=O)[O-])c1
→ -23, x, x, -14, 0, x, x, 8, x
> CCN(C1CCCCC1)S(=O)(=O)c1ccc(C(=O)O)cc1
→ -6, 7, -1.2, 3, -3, 7, 2, -2, -2
> CC(=O)N(CN1C(=O)CCC1=O)c1ccc(Cl)c(Cl)c1
→ 1, 7, -1.9, 0, 4, 13, -6, -15, 5
> COC(=O)C(C)Oc1ccc(-c2nccc(-c3ccc(F)cc3)n2)cc1 (configuration not stated)
→ 4, -12, 2.7, -7, -9, -14, -9, 3, 1
> Cc1ccc(NC(=O)COC(=O)c2ccc(NC(=O)CC#N)cc2)cc1S(=O)(=O)N1CCOCC1
→ 1, -19, 0.2, -2, -5, -2, 6, 3, -2
> CCOC(=O)c1c2n(c3ccc(OC(C)=O)cc13)CCC2
→ -10, -26, -0.5, -6, 9, -1, -15, -3, 1

# Continued:
SMILES,Gli-Sufu antag,697 NFkB inh,CHOP UPR activ,CXCR6 block,CCR6 antagonist,Jurkat NFkB inh,Mdm2-MdmX inh,EBI2 block,XBP1 UPR activ
Clc1cccc(Cl)c1-c1noc(-c2ccno2)n1,6,8,2.8,-7,6,21,23,-6,-2
CCCc1cc(=O)n2[nH]c(NCc3c(F)cccc3Cl)nc2n1,-3,1,1.0,5,-11,-7,12,-5,-1
COc1ccc(/C=C2/C(=O)ON=C2C)cc1Cl,-21,27,-0.9,-6,-8,-6,-10,-6,2
Cc1cc(C)nc(N/C(=N/S(=O)(=O)Cc2ccccc2)Nc2ccccc2)n1,10,15,0.3,11,36,7,-11,10,-4
CC1=C(C(=O)Nc2ccccc2)C2(CCCCC2)C(C#N)=C(SCC(N)=O)N1,0,-1,-0.3,3,-3,4,-2,-8,1
CCc1cc(C(=O)Nc2ccccc2N2CCOCC2)sc1C,9,-6,-0.8,-2,5,-11,-10,4,-2
COc1ccc(NC2CCCN(C(=O)Cn3ccc(C)n3)C2)cc1OC (configuration not stated),13,-6,-1.4,0,3,-1,3,-6,-2
CCn1cc(C(=O)O)c(=O)c2cnc(N3CCN(C(=S)Nc4ccc(F)cc4)CC3)nc21,1,8,-1.6,x,2,7,20,x,-2
CC(NC(=O)c1cccnc1Sc1ccccc1)c1ccc(S(N)(=O)=O)cc1 (configuration not stated),-3,4,1.3,-7,19,5,13,2,-3
CC(=O)c1ccc(NC(=O)CCC(=O)OCC(F)(F)C(F)F)cc1,-2,9,0.5,0,-6,-5,-14,-9,1
COc1ccc2c(c1)c(=O)oc1cc(OCC(=O)NCC3CCC(C(=O)O)CC3)ccc12 (configuration not stated),6,17,-0.9,1,-7,-8,-15,1,-2
C/C(=N\Nc1ccccc1)c1c(O)cc(C)oc1=O,-5,9,-0.8,-8,6,-4,0,-10,-3
Cc1cccc(NC(=O)CSc2n[nH]c(-c3ccncc3)n2)c1,-2,-3,0.3,-1,-7,2,34,8,-1
Cc1cccc(OCC(=O)O/N=C(\N)c2ccccn2)c1C,-69,-87,7.0,-4,10,-75,-94,-6,8
CCOC(=O)c1cc(C)n(-c2ccccc2)c1C,-22,-47,3.6,6,17,-39,-23,-4,-3
CCOC(=O)C(CC)Sc1nnc(COc2ccc(C)cc2)n1-c1ccccc1 (configuration not stated),12,-2,0.4,-3,16,-1,16,7,0
O=C(Cn1ccc2cc(S(=O)(=O)N3CCCCC3)ccc21)NCc1ccccc1F,4,-14,-0.5,2,26,2,0,5,-7
CCOc1ccc(NC(=S)N(CCc2ccncc2)C(C)C)cc1,13,13,1.0,-1,-5,-4,13,52*,-3
O=C1c2ccccc2C(O)N1Cc1cccs1 (configuration not stated),-4,8,-1.1,10,11,2,6,-1,-2
Cc1cc(C)c(S(=O)(=O)N2CCOCC2)c(C)c1N(C)S(=O)(=O)c1ccccc1,2,10,1.7,-3,9,16,8,-6,-2
CCc1ccc(NC(=O)N2CCC(c3ccccc3)C2)cc1 (configuration not stated),-27,-146,2.1,0,17,-147,-154,83*,-1
CSCC[C@H](NC(=O)OC(C)(C)C)C(=O)N1CCC(C(=O)N[C@@H](Cc2c[nH]c3ccccc23)C(=O)O)CC1,3,15,-0.5,-3,2,-1,10,-3,-1
CCN(C(=O)CSc1nnc(Cc2cccc3ccccc23)n1N)C1CCS(=O)(=O)C1 (configuration not stated),-8,5,-2.3,8,-1,-2,14,5,5
CCOC(=O)c1cc(NC(=O)Nc2ccccc2Cl)c(C)nc1C,4,16,0.0,0,0,3,-13,2,-5
Cc1ccc(S(=O)(=O)N2CCCCC2)cc1C(=O)OCC(=O)N1c2ccccc2NC(=O)C1(C)C,-11,-11,1.6,4,19,0,3,9,1
O=C(CN1CCN(c2ccc(F)cc2)CC1)c1ccc(O)cc1O,-10,15,0.2,-10,9,-11,12,10,-1
Cn1c(-c2ccc3ccccc3n2)nc2cnccc21,-56,-82,4.4,1,13,-99,-22,3,1
CCOc1ccccc1NC(=O)c1cnc(NS(=O)(=O)c2ccccc2)nc1,-8,-4,-1.3,-9,5,0,22,-10,-4
CC1CCN(Cc2c(C(=O)N/N=C/c3cccc(C(F)(F)F)c3)nnn2-c2nonc2N)CC1,0,-10,1.3,4,2,-11,14,26,5
O=C(CSc1nnc(Cn2c(=O)sc3ccccc32)n1-c1ccccc1)NCc1ccco1,-5,12,0.0,-3,15,1,17,0,-1
CSc1cccc(NC(=S)N(CCC(C)C)C2CCN(C(C)=O)CC2)c1,2,1,0.7,-3,-2,-9,22,-2,2
C=CCn1c(SCC(=O)NNC(=O)Nc2cccc(Cl)c2)nnc1-c1ccccc1,3,3,-0.7,7,15,-2,-10,61*,1
COc1ccc(C(CC(=O)O)NS(=O)(=O)c2ccc3c(c2)N(C(C)=O)CC(C)O3)cc1 (configuration not stated),12,2,-1.0,-8,3,-14,22,-5,-5
Cc1ccc(S(=O)(=O)NCc2ccccc2)cc1C(=O)N1CCN(c2ccccc2)CC1,6,13,0.9,-3,6,-1,34,-5,-3
O=C(Nc1cccc(S(=O)(=O)N2CCOCC2)c1)c1cc(=O)[nH]c2ccccc12,1,12,1.8,-1,5,1,-10,-12,0
O=C(COc1cccnc1[N+](=O)[O-])Nc1cccc2ccccc12,4,1,-1.7,-17,3,2,18,6,-1
CC(O)CNCc1ccccc1C(F)(F)F (configuration not stated),1,28,0.9,5,-4,4,1,-3,3
Cc1cc(C)cc(N(CC(=O)NC2CCCCC2)C(=O)CNC(=O)c2ccco2)c1,10,3,2.7,7,10,6,12,-3,0
CC1CC(C#N)N(N(C)C)C1=C(C#N)C#N (configuration not stated),5,6,0.3,5,-4,2,6,0,1
O=C(CN1CCOCC1)n1c2ccccc2c2ccccc21,-1,-2,0.3,-2,8,4,17,-4,0
COc1ccc(N2CCN(CCCNC(=O)C3CCCN(S(=O)(=O)c4cnc[nH]4)C3)CC2)cc1 (configuration not stated),2,6,-1.6,-9,13,-2,23,-9,-6
O=C(CN1CCN(c2nc(-c3ccc(F)cc3)cs2)CC1)NCc1ccc2c(c1)OCO2,-1,4,2.7,-4,-1,3,-4,-3,0
CC(SC1=NCCS1)C(=O)Nc1nnc(-c2ccc(F)cc2)s1 (configuration not stated),-6,-2,3.9,8,16,6,-19,-10,-3
